# Screening results as filed in PubChem BioAssay.
# VCAM1 TNFa inh – reduces TNF alpha induced VCAM1 expression in HUVEC | HUVEC TNFa-induced VCAM-1 immunofluorescence, high-content imaging | inhibition, % at 2 µM | hit rate 0.48% among 95,000 | AID 802;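 active = inhibition above the batch mean plus 3 SD, with images confirmed as a hit by eye, cut at about 37% in these data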;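 also: 0% = TNF-stimulated DMSO wells and 100% = unstimulated control wells; not every result past the cut was called active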
# sEH activator – increases human soluble epoxide hydrolase activity; P34913; purified human sEH enzymatic activity, activator screen; activation, % at 2 µM; hit rate 0.04% among 91,000; in the data active = activation above about 37%; also: values of inactives mirror those of a sister screen read the other way
# Candida biofilm – kills Candida albicans biofilms; hit rate 0.14% among 85,000; C. albicans biofilm + clotrimazole, Alamar Blue; inhibition, % at 6 µM;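 active = inhibition above 20%; inactive = inhibition below 20%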;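 also: preformed 24 hr biofilms exposed to compound for 48 hr; 0% = biofilm without compound and 100% = blank killed by clotrimazole plus chlorhexidine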
# F-actin modifier – modifiers of cytoskeleton assembly. hit rate 0.18% among 91,000. inhibition, % at 2 µM. HUVEC TNFa F-actin phalloidin imaging, high content;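 active = inhibition above the batch mean plus 3 SD and confirmed as a hit by visual image inspection, cut at about 30% in these data, passing the limit was not always enough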; also: strong numbers were not always called active
# sEH inh – soluble epoxide hydrolase (human) inhibition. recombinant human sEH enzymatic activity assay. hit rate 0.34% among 91,000. P34913. inhibition, % at 2 µM; in the data active = inhibition above about 80%; also: values of inactives mirror those of a sister screen read the other way; many of its hits are not listed in these tables
# HUVEC tox IL1B – toxic to HUVEC cells under IL-1B stimulation; cell count reduction, % at 2 µM; hit rate 0.41% among 94,000; HUVEC cell count loss, Hoechst imaging, IL-1B stimulated;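 active = cell count reduction more than 3 SD above the screen-wide mean, cut at about 70% in these data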;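 also: normalized per plate to untreated control cells as the no-loss baseline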
# Smad3 inh – inhibitors of human Smad3 transcription factor binding. P84022. TR-FRET Smad3/Dy647-FoxH1 peptide binding, europium anti-His. inhibition, % at 25 µM. hit rate 0.29% among 88,000. AID 630;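 active = compounds that reduce the energy-transfer binding signal between the protein and its labelled peptide by more than half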;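 also: 0% = Smad3 plus labelled peptide maximal FRET and 100% = peptide-only background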
# Target sequence (P84022 whole entry, looked up): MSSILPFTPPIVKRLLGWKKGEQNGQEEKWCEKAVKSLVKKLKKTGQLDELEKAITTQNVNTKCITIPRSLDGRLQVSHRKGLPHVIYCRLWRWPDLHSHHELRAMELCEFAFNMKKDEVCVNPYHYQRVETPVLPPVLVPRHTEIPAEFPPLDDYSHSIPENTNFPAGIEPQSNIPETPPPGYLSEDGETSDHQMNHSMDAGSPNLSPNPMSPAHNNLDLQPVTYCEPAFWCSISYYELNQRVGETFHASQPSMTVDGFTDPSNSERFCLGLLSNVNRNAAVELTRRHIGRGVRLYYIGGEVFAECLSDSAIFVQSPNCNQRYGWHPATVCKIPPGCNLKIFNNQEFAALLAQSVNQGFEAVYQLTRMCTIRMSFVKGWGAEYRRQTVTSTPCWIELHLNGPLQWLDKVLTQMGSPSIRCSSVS
# ERb coact inh – ER-beta (human) coactivator binding inhibition; Q92731; TR-FRET ER-beta LBD / SRC1-Cy5 peptide binding; receptor agonist-loaded with 1 µM estradiol; inhibition, % at 25.6 µM; hit rate 1.3% among 86,000;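 active = compounds whose percent inhibition of the receptor-coactivator binding signal exceeds about 50% in the single-dose screen, limit read from the data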;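 also: 0% = receptor plus peptide wells without compound and 100% = peptide-only wells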
# Target sequence (Q92731 whole entry, looked up, the tested form may be a part): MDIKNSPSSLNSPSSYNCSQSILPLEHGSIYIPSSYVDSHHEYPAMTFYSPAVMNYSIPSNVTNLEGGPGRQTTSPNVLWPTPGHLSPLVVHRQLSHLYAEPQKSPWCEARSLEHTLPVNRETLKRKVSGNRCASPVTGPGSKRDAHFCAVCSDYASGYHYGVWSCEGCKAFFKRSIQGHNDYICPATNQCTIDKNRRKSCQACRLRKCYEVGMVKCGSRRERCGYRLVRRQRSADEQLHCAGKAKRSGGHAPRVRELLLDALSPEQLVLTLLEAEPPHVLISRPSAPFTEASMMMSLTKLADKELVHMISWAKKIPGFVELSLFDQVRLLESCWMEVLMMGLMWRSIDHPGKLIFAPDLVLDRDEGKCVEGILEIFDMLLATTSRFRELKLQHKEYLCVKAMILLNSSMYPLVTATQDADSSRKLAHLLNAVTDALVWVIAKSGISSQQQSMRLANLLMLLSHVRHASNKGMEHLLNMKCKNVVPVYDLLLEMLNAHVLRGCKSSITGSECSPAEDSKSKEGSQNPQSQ
# HUVEC tox TNFa – HUVEC cytotoxicity counter-screen, TNF alpha stimulated | HUVEC TNFalpha-stimulated, Hoechst cell count, imaging | cell count reduction, % at 2 µM | hit rate 0.17% among 93,000 | AID 848;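 active = cell count reduction exceeding the screen mean by over 5 SD, scaled to untreated wells per plate, cut at about 78% in these data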;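 also: cells counted after 24 h of TNF alpha exposure following the 1 h pretreatment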
# * = called active by the depositor; / = not tested or not shown; [ ] = dose if it differs, or a comment. These rows are one share of the data; count on the stated rates, not on these rows.
SMILES,VCAM1 TNFa inh,sEH activator,Candida biofilm,F-actin modifier,sEH inh,HUVEC tox IL1B,Smad3 inh,ERb coact inh,HUVEC tox TNFa
COc1cccc(C(C(=O)NCc2ccco2)N(Cc2ccco2)C(=O)Cn2nnc3ccccc32)c1 (stereo unspecified),0,17,5,7,-10,29,-1,-11[fluorescence artefact?],6
Brc1ccc(-c2nnc(-c3ccccc3)c(N3CCSCC3)n2)cc1,-3,2,/,-17,0,-31,/,/,20
CCOC(=O)c1cc(NC(=O)c2ccc(Cl)cc2)c(=O)oc1-c1ccccc1,7,7,/,-2,-7,20,/,/,-15
CSCC[C@H](NC(=O)OC(C)(C)C)C(=O)N/N=C/c1c(C)[nH]c(=O)[nH]c1=O,8,-5,/,-9,5,-40,/,/,-2
CCOC(=O)c1sc(NC(=O)CSc2nnc(Cc3ccccc3)o2)c(C#N)c1C,-5,-8,-5,-3,7,7,-4,2,-19
O=C(Cc1ccccc1)Nc1nnc(-c2cccs2)s1,6,-12,-5,-8,10,-10,-3,3,-39
CCOc1ccccc1C(=O)NC(C(=O)Nc1ccccc1N1CCOCC1)C(C)C (stereo unspecified),4,/,8,31,/,23,-3,3[fluorescence artefact?],-17
O=C(O)COc1ccc(-c2nccc(-c3cccs3)n2)cc1,8,-9,/,30,10,-11,/,/,-11
O=C1CC(c2ccc(F)cc2)Cc2nc(N3CCN(c4ccccc4)CC3)ncc21 (stereo unspecified),-2,6,4,-57,-7,-99,16[fluorescence artefact?],7[fluorescence artefact?],-12
Cc1[nH]nc2c1C(c1cccnc1)N(c1ccc(Br)cc1)C2=O (stereo unspecified),-9,-16,3,-1,14,4,-12,0,-17
Cc1ccc(C2CC(c3ccco3)n3nc(N)nc3N2)cc1 (stereo unspecified),-7,-3,3,1,4,-62,-3,-9,-10
O=c1cccc(-c2ccccc2)[nH]1,-3,7,3,44,-7,10,-2,-4,-6
O=C(Nc1cccc(C(F)(F)F)c1)c1n[nH]c(Cn2cncn2)n1,23,9,/,/,-12,10,/,/,-8
CCNc1nc(C)cc(COC)c1C#N,2,6,1,-7,-5,-28,3,-20[fluorescence artefact?],-1
O=C(NCc1cccs1)c1ccncc1,8,7,4,0,-7,6,12,0,1
CC(=O)Nc1ccc(S(=O)(=O)N2CCN(CC(=O)NC3CCCC3)CC2)cc1,-25,-20,-2,-3,20,-7,5,-6,8
O=C(CN1C(=O)c2ccccc2C1=O)N1CCN(c2ccccc2)CC1,13,-9,4,-12,12,-29,15,-17,-6
FC(F)(F)c1cc(-c2ccccc2)nc(NCc2cccnc2)n1,4,-12,3,-4,11,-6,1,-4,5
CC1CC(C)CN(CCCNC(=O)Cc2c(C(=O)O)n(C)c3ccccc23)C1 (stereo unspecified),3,14,-3,/,-15,8,14,6[fluorescence artefact?],-9
CCOc1ccccc1C(=O)OCC(=O)Nc1ccc(OC(F)F)cc1,-1,-21,/,12,23,-17,/,/,-19
COc1ccc2oc(=O)c(C(=O)NCc3cccnc3)cc2c1,-18,25,9,-10,-22,24,12,-17[fluorescence artefact?],-5
CC(C)COC(=O)C1[C@H]2C(=O)N(Cc3cccs3)C[C@]23C=C[C@H]1O3 (stereo partly specified),-1,3,4,8,-2,-16,-1,1,-44
c1cnn(-c2nc(N3CCOCC3)nc(N3CCOCC3)n2)c1,-16,5,7,-3,-6,-15,-8,3,-13
COc1ccc(C(=O)/C=C/Nc2cc(C)on2)c(OC)c1,9,/,7,53,/,-18,3,2,-42
COc1cc2c(cc1OC)CN(C(=O)CSc1nc(C)cc(C)c1C#N)CC2,12,2,7,0,3,-1,5,-7,-20

# Continued:
SMILES,VCAM1 TNFa inh,sEH activator,Candida biofilm,F-actin modifier,sEH inh,HUVEC tox IL1B,Smad3 inh,ERb coact inh,HUVEC tox TNFa
CC(C)CC1N=C2c3ccccc3N=C(SCc3cc(=O)n4ccccc4n3)N2C1=O (stereo unspecified),-31,1,2,3,-2,16,1,-9,-7
O=C(Oc1cccc(NC(=O)c2ccco2)c1)c1cccc(S(=O)(=O)N2CCCCC2)c1,8,-2,4,/,-1,-2,5,12,-14
COC(=O)c1cc(NC(=O)CC2SC(=Nc3ccccc3)N(CCc3c[nH]c4ccccc34)C2=O)cc(C(=O)OC)c1 (stereo unspecified),11,-20,/,0,20,/,/,/,8
O=C(Nc1ncccc1O)c1cccc(S(=O)(=O)N2CCc3ccccc32)c1,-8,-7,-3,-5,8,4,-7,-1,0
c1ccc2c(c1)CCN(c1nc3cc4c(cc3s1)OCCO4)C2,-7,8,/,-10,-10,21,/,/,-26
Oc1ccc(Cl)cc1C1=Nc2ccccc2N=C(c2ccco2)C1,/,-1,1,/,6,-21,34[fluorescence artefact?],-3[fluorescence artefact?],/
CC1CN(C(=O)Cn2cnc3c2c(=O)n(C)c(=O)n3C)CC(C)O1 (stereo unspecified),-5,6,5,-4,-1,-22,-5,-4,-5
Nc1nonc1-c1noc(-c2ccccc2)n1,-19,12,/,-6,-12,-28,/,/,2
CCc1ccc(-c2ccc(C(=O)O)cc2)nc1,6,-9,9,-9,9,1,11,-2[fluorescence artefact?],-4
O=C(NCCC1=CCCCC1)C1CCCN(S(=O)(=O)c2cccc3cccnc23)C1 (stereo unspecified),15,/,-14,-3,/,-1,-8,-10,-40
Cc1nn(-c2ccccc2)c(C)c1/C=N/O,-15,-6,4,17,5,-48,-4,-7,-12
Cc1c(NC(=O)C2Cc3ccccc3CN2C(=O)c2ccco2)c(=O)n(-c2ccccc2)n1C (stereo unspecified),-19,-5,2,14,5,-7,-4,13,6
CCN(CCNC(=O)c1ccc2nc(-c3ccccc3NC(C)=O)c(=O)[nH]c2c1)c1ccccc1,2,/,/,5,/,3,/,/,-16
Cc1cc(C)nc(SCC(=O)Nc2ccc(S(=O)(=O)N3CCCCC3)cc2)n1,-12,-48,2,-32,47,-8,19,0,12
COc1ccc(OC)c(C2NC(=O)c3sc(=S)n(-c4ccccc4)c3N2)c1 (stereo unspecified),12,-12,-2,10,15,-39,1,-23[fluorescence artefact?],-20
CCOC(=O)c1c(-c2cccs2)csc1NC(=O)c1ccco1,15,12,5,11,-13,-6,5[fluorescence artefact?],11,-16
CCOc1ccc(NC(=O)N2CCC(C(N)=O)(N3CCCCC3)CC2)cc1,-1,-13,/,10,16,3,/,/,-7
O=C(Nc1cccc(F)c1)c1ccc(S(=O)(=O)N2CCOCC2)cc1,-8,-40,17,-6,40,-1,-6,7[fluorescence artefact?],-17
O=C(c1cc(Cl)c(=O)n(Cc2ccccc2)c1)N1CCOCC1,-6,5,/,-15,-2,-25,/,/,5
O=C(C1CCN(c2ncnc3c2sc2cccc(F)c23)CC1)N1CCOCC1,12,2,7,-14,-4,5,4,-13,-17
O=S(=O)(Nc1ccc2c(c1)OCCO2)c1cccs1,14,11,6,0,-11,14,8,11,-1
COc1ccc(NC(=O)CSc2nc3ncccc3[nH]2)cc1OC,12,2,7,6,-2,-100,2,-4,-4
COc1ccc(-c2noc(CCC(=O)NCCN3CCN(c4ccccc4F)CC3)n2)cc1,13,-6,0,-5,7,0,7,1,-24
Cc1cc(NC(=O)CSc2nc3ccccc3s2)no1,14,1,1,-2,-2,1,0,-1,-3
Cc1ccc(-c2nnc(Nc3ccccc3)c3ccccc23)cc1S(=O)(=O)NCC1CCCO1 (stereo unspecified),-10,-15,/,18,13,-9,/,/,-15

# 5 successive compounds out of the list so far, quoted:
SMILES,VCAM1 TNFa inh,sEH activator,Candida biofilm,F-actin modifier,sEH inh,HUVEC tox IL1B,Smad3 inh,ERb coact inh,HUVEC tox TNFa
COc1cccc(C(C(=O)NCc2ccco2)N(Cc2ccco2)C(=O)Cn2nnc3ccccc32)c1 (stereo unspecified),0,17,5,7,-10,29,-1,-11[fluorescence artefact?],6
Brc1ccc(-c2nnc(-c3ccccc3)c(N3CCSCC3)n2)cc1,-3,2,/,-17,0,-31,/,/,20
CCOC(=O)c1cc(NC(=O)c2ccc(Cl)cc2)c(=O)oc1-c1ccccc1,7,7,/,-2,-7,20,/,/,-15
CSCC[C@H](NC(=O)OC(C)(C)C)C(=O)N/N=C/c1c(C)[nH]c(=O)[nH]c1=O,8,-5,/,-9,5,-40,/,/,-2
CCOC(=O)c1sc(NC(=O)CSc2nnc(Cc3ccccc3)o2)c(C#N)c1C,-5,-8,-5,-3,7,7,-4,2,-19

# Continuation.
SMILES,VCAM1 TNFa inh,sEH activator,Candida biofilm,F-actin modifier,sEH inh,HUVEC tox IL1B,Smad3 inh,ERb coact inh,HUVEC tox TNFa
CCN(CC)S(=O)(=O)c1ccc(N=N/C(C(C)=O)=C(/C)O)cc1,-34,-5,/,14,6,-4,/,/,-20
CCC(=O)NCCNC(=O)c1c(SC)nsc1SC,16,29,6,4,-30,-36,3,1[fluorescence artefact?],-31
CCCN(CC1CC1)C(=O)CSc1ncnc2sc(C)c(C)c12,-6,-11,7,1,12,-17,21,-3,-33
CCOC(=O)c1ccc(NC(=O)NCc2ccncc2)cc1,-24,-22,7,7,23,31,-12,23[fluorescence artefact?],-12
CCN(CC)C(=O)CSc1nnc(-c2ccco2)n1Cc1ccco1,4,17,5,-7,-17,17,-4,4,-58
O=C(Nc1nc2ccccc2n1Cc1ccccc1)c1ccco1,-8,-1,-4,-12,-1,-8,7,-6,5
COc1ccc(OC)c(NC(=O)c2ccc(NC(C)=O)cc2)c1,4,14,6,6,-14,-35,3,10,-34
COc1ccc(-c2nnn(CC(=O)NC3CCCc4ccccc43)n2)cc1OC (stereo unspecified),6,-2,8,20,1,4,-6,14,-10
CC(C)(C)n1nnnc1C(c1cccc(C(F)(F)F)c1)N1CCOCC1 (stereo unspecified),13,-3,/,33,1,19,/,/,-17
CCC(C)C(NC(=O)C1CCC(C)CC1)C(=O)NCc1cccnc1 (stereo unspecified),-14,-5,6,-31,7,3,-1,-7,12
Cc1cc(C(=O)Cn2nnc(-c3ccc(Cl)cc3)n2)c(C)n1CC1CCCO1 (stereo unspecified),13,2,-4,0,-2,20,2,3,-18
c1ccc(COc2cccc(CN3CCN(c4ccccn4)CC3)c2)cc1,-10,-15,-1,3,17,-14,8,-8,-43
C=CCn1c(N2CCCC2)nc2c1c(=O)[nH]c(=O)n2C,41*,-5,0,7,6,-27,6,-6,22
O=[N+]([O-])c1ccc(N2CCCC2)cc1NCc1ccccc1,-36,-11,/,-5,12,-6,/,/,-39
COc1ccc(NC(=O)C(=O)N/N=C/c2cc(C)n(-c3cccc(Cl)c3Cl)c2C)c(OC)c1,5,-3,/,-8,3,2,/,/,-22
CCc1oc2c(C)c(O)ccc2c(=O)c1-c1ccc2ccccc2n1,5,12,/,-20,-12,-26,/,/,6
COc1ccc(N2CCN(c3oc(Cc4ccccc4)nc3C#N)CC2)cc1,-14,-3,-3,-13,4,5,8,-13,4
CCCOc1ccc(C(C)=O)cc1CC(C(=O)OCC)C(=O)OCC,-11,2,8,-28,1,-20,26,-3,8
O=C(NNC(=O)c1cc(O)c(O)c(O)c1)NC1CCCCC1,1,-6,/,2,9,24,/,/,11
CC(=O)NCCN=Cc1sc2ccccc2c1O,/,2,9,/,0,-12,8,7,/
COC(=O)c1sc(NC(=O)Cc2cccs2)nc1C,4,1,3,6,4,-26,-1,-28,/
CC(C)Oc1ccc(-c2cc(=O)[nH]c(=O)[nH]2)cc1,12,-16,/,24,16,26,/,/,-2
COc1ccc(N2C(=O)CSC23CCCCC3)cc1,4,-12,2,27,11,-6,5,-4,8
CC1Oc2ccccc2N(CC(=O)N(Cc2ccccc2)Cc2ccccn2)C1=O (stereo unspecified),2,-4,11,-6,6,-20,4,3,-6
CCC(=NCCc1ccccc1)C1=C(O)CCC1=O,-9,2,5,13,-1,5,9,0,-14
COc1ccc(OC)c(C2SCCN2S(C)(=O)=O)c1 (stereo unspecified),-5,-11,4,/,10,-17,12,-11,-6
c1ccc2c(c1)oc1c(Nc3ccc4c(c3)OCCO4)ncnc12,-46,18,/,0,-20,22,/,/,-16
C(=N\n1cnnc1)/c1cccn1-c1ccccc1,2,-4,4,4,4,3,-12,-11,-5
Nc1nc(NCc2cccs2)nn1-c1ccccc1,-3,1,10,6,-7,-108,1,4,-15
